Source: PubChem BioAssay (National Center for Advancing Translational Sciences (NCATS))
FLuc modulator: qHTS profiling assay for firefly luciferase inhibitor/activator using purifed enzyme and Km concentrations of substrates (counterscreen for miR-21 project); purified FLuc, Km substrates, luminescence inhibition; Potency, µM (series often up to 57.5 µM), inactives show top-dose activity change, negative = inhibition, usual class: inhibitors; Luciferin 4-monooxygenase (Photinus pyralis), P08659; AID 588342, 2011; 360,000 tested, 6.9% active;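 also: potency is read from the fitted curve at half-maximal effect; plate controls were vehicle for no effect and reference inhibitor for full effect; nearly all actives have a fitted effect of over 55% in size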
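Purified P. pyralis luciferase (10nM final) with 10uM D-luciferin and 10uM ATP (Km levels) in 50mM Tris acetate pH 7.5, 10mM Mg acetate, 0.01% Tween-20, 0.05% BSA; qHTS 6-point titration, ~60 µM downward; luminescence read.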
ELG1 genotox: qHTS screen for small molecules that induce genotoxicity in human embryonic kidney (HEK293T) cells expressing luciferase-tagged ELG1. Potency, µM (titrated, usually from 46 µM), for inactives: top-dose activity change, positive = activation, most hits filed as activators. 330,000 tested, 1.3% active. HEK293T ELG1-luciferase reporter, luminescence, 16 h; also: potency is read from the fitted curve at half-maximal effect; % of control where 0% means no effect; nearly all actives have a fitted effect of over 60% in size
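HEK293T cells expressing luciferase-tagged ELG1 were treated with compound or DMSO for 16 hr at 37°C. Luciferase activity was then read after 30 min with ONE-Glo at room temperature; rising signal flags genetic stress.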
Menin-MLL TR inh: qHTS Assay for Inhibitors Targeting the Menin-MLL Interaction in MLL Related Leukemias: Competition With Texas Red Labeled MLL-derived Mutant Peptide. O00255. Menin + Texas Red MLL mutant peptide, fluorescence polarization. Potency, µM (series often up to 61.6 µM), for the others: top-dose FP activity change, negative = inhibition, hits mostly inhibitors. 270,000 tested, 0.23% active. AID 1768, 2009; active = well fitted inhibition curve with a large enough effect in the polarisation, with a control signal flat, not every such curve was filed as active; inconclusive = small, poorly fitted or top-dose-only effect, or effect the other way, or a change in a side signal; inactive = no such curve, though single readings can be large or run the other way; the % refers to the polarisation; also: potency is read from the fitted curve at half-maximal effect; % of control where 0% means no effect; many of its hits are not listed in these tables
Target sequence (O00255 whole entry, looked up): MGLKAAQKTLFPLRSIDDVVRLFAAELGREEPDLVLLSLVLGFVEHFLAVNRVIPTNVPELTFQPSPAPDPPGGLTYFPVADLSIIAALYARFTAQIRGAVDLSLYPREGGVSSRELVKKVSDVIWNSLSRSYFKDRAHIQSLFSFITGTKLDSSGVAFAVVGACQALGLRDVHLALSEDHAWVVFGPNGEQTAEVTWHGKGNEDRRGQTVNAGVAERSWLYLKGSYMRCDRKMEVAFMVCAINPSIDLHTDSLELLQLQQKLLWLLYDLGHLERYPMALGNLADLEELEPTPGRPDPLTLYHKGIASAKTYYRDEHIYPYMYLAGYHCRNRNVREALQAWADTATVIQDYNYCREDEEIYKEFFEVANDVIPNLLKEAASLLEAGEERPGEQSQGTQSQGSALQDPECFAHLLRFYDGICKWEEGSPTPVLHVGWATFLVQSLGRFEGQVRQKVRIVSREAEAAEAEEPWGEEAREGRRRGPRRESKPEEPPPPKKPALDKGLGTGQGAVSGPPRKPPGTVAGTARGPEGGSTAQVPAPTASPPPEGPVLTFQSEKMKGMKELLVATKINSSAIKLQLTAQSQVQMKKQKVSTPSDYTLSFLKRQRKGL
Giardia killer: Small Molecules that selectively kill Giardia lamblia: qHTS. 340,000 tested, 0.15% active. activity change, % at 7.66 µM, hits read low. Giardia lamblia trophozoite viability; in the data active = activity change below about -80%; inconclusive = between about -30% and that limit;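 also: parasites exposed to compound for two days anaerobically before the ATP read; % is scaled to controls: 0 for no effect and ±100 for the full control effect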
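Luminescence from cellular ATP indicates surviving trophozoites (100 cells/well) following 48 hrs anaerobic compound treatment at 37 deg C; signal develops 15-30 min at room temperature.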
BRCA1 expr up: qHTS Assay to Identify Small Molecule Activators of BRCA1 Expression; MCF7-BRCA1-FFLuc reporter, luminescence, 48 h; response scale: scaled: vehicle 0%, 10 µM genistein 100%; Potency, µM (top dose mostly 46.1 µM), for inactives: at the highest dose activation, most hits filed as activators; 380,000 tested, 1.1% active; AID 624202, 2012; also: potency is read from the fitted curve at half-maximal effect; nearly all actives have a fitted effect of over 80% in size; some results filed as inactive show a strong effect at the top dose
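48 h compound treatment of MCF7-BRCA1-FFLuc cells (phenol-red free MEM, 37 °C), then 15 min with luciferase substrate and luminescence imaging.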
Rab9 prom act: qHTS Assay for Rab9 Promoter Activators; AID 485297, 2010; Potency, µM (top dose mostly 9.22 µM), inactives show at the top dose activation, negative = inhibition, usual class: activators; Huh7 Rab9 promoter-luciferase reporter, luminescence, 24 h; 320,000 tested, 2.8% active; also: potency is read from the fitted curve at half-maximal effect; % of control where 0% means no effect; nearly all actives have a fitted effect of over 60% in size
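Stable Rab9-luc Huh7, 1500 cells/well, 2 h settle; cmpd in DMSO, 24 h, 37 °C/5% CO2; luciferase reagent 10 min RT; luminescence.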
p53 reactivator: qHTS assay for re-activators of p53 using a Luc reporter | H1299 p53-A138V BP100-luciferase reporter, luminescence, 24 h | Potency, µM (highest dose often 92.2 µM), inactives show top-dose activity change, positive = activation, usual class: activators | 320,000 tested, 0.063% active | AID 504706, 2011; also: potency is read from the fitted curve at half-maximal effect; % of control where 0% means no effect; nearly all actives have a fitted effect of over 45% in size
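p53-null H1299 cells stably carrying temperature-sensitive p53-A138V and a BP100-luciferase reporter were pinned with compounds (4-point, 1:5 series) and held 24 hrs at 37 deg C. Luminescence was read 10 min after detection reagent.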
RORgamma inh: qHTS for inhibitors of ROR gamma transcriptional activity; 310,000 tested, 5.4% active; Potency, µM (doses to about 53.6 µM), for the others: top-dose activity change, negative = inhibition, actives largely listed as inhibitors; Drosophila S2 Gal4-RORgamma UAS-luciferase reporter, 20 h; Nuclear receptor ROR-gamma (Mus musculus), P51450; also: potency is read from the fitted curve at half-maximal effect; % is scaled to controls: 0 for no effect and ±100 for the full control effect; nearly all actives have a fitted effect of over 60% in size
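Luminescence from a UAS-regulated Photinus luciferase reporter in stably transfected Drosophila Schneider cells is measured; decreased signal marks ROR gamma inhibition. Fusion expression is induced by 700 uM copper sulfate for 20 hr.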
Gal4-VP16 FLuc: VP16 counterscreen qHTS for inhibitors of ROR gamma transcriptional activity | Drosophila S2 Gal4-VP16 UAS-luciferase, luminescence, 20 h | Potency, µM (highest dose often 53.6 µM), for inactives: top-dose activity, negative = inhibition, actives largely listed as inhibitors | 310,000 tested, 3.5% active;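 also: Gal4-VP16 expression switched on by copper sulfate through the metallothionein promoter; potency is read from the fitted curve at half-maximal effect; % is scaled to controls: 0 for no effect and ±100 for the full control effect; nearly all actives have a fitted effect of over 50% in size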
PKM2 act: qHTS Assay for Activators of Human Muscle isoform 2 Pyruvate Kinase; Pyruvate kinase PKM (Homo sapiens), P14618; purified PKM2, Kinase-Glo ATP luminescence, activation; response scale: 0% is enzyme alone, no compound; Potency, µM (titrated, usually from 57.5 µM), for the others: at the highest dose activation, actives largely listed as activators; 260,000 tested, 0.34% active; also: potency is read from the fitted curve at half-maximal effect; % is scaled to controls: 0 for no effect and ±100 for the full control effect; nearly all actives have a fitted effect of over 55% in size
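Purified hPK-M2 (>95%) run at intermediate activity with 0.1 mM ADP and 0.5 mM PEP in 50 mM imidazole pH 7.2, KCl, MgCl2; 1 h room temperature. ATP formed read by Kinase-Glo luminescence; normalized to uninhibited and no-enzyme controls.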
NPC1 promoter act: qHTS Assay for NPC1 Promoter Activators | Huh7 NPC1 promoter luciferase reporter, 24 h | Potency, µM (top dose mostly 9.22 µM), for inactives: top-dose activation, hits mostly activators | 320,000 tested, 2.4% active;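 also: potency is read from the fitted curve at half-maximal effect; % of control where 0% means no effect; nearly all actives have a fitted effect of over 60% in size; reporter is driven by a mutant NPC1 promoter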
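Quantitative HTS used a cell-based reporter: Huh7 cells stably bearing the NPC1 promoter upstream of luciferase were treated with compounds for 24 h, and promoter activation was read as luminescence.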
Active calls of the source: *; ? = inconclusive; . = no result given; [ ] = dose if it differs, or a comment. Unless noted, calls follow the shape of the dose curve; as a rule, active = well fitted curve in the direction sought with a large enough effect; inconclusive = small, poorly fitted or top-dose-only effect, or another doubt; inactive = no such curve, though single readings can be large; an effect the other way counts as inactive or inconclusive.

SMILES	FLuc modulator	ELG1 genotox	Menin-MLL TR inh	Giardia killer	BRCA1 expr up	Rab9 prom act	p53 reactivator	RORgamma inh	Gal4-VP16 FLuc	PKM2 act	NPC1 promoter act
CCc1ccc(C(=O)COC(=O)C(CCSC)NC(=O)c2ccccc2)cc1 (centres undefined)	?	1%	3%	-3	7%	1%	2%	2%	-2%	-5%	-2%
O=C(COc1cccc2ccccc12)Nc1nc2ccccc2[nH]1	?	1%	?	9	0%	-7%	-2%	10µM*	11µM*	-2%	-4%
Cn1c(N)c(C(=O)COC(=O)COc2ccc(C#N)cc2)c(=O)n(C)c1=O	3%	1%	.	16	8%	3%	0%	4%	-12%	16%	1%
O=C(Cc1cccc2ccccc12)Nc1cccnc1	4%	9%	12%	2	-2%	-4%	-4%	35%	3%[10 µM]	21%	-3%
Cn1ccnc1C(=O)c1ccc(Cl)c(S(=O)(=O)N2CCOCC2)c1	3%	0%	.	-23	-8%	0%	2%	7%	9%	0%	-3%
O=C(COc1ccccc1[N+](=O)[O-])N1CCN(S(=O)(=O)c2ccccc2)CC1	1%	-1%	1%	-6	2%	-23%	0%	-2%	25%	16%	-4%
O=[N+]([O-])c1ccc(Cl)c(/C=N/n2c(C3CCCCC3)n[nH]c2=S)c1	2%	2%	3%	26	-1%	0%	27%	-34%	-5%	-8%	1%
Cc1ccc(C(=O)N2CCN(S(=O)(=O)c3ccccc3)CC2)s1	3%	0%	.	-1	-16%	0%	-7%	.	.	.	-2%
CCN(CC)c1ccc(C(=O)NNC(=O)CCNC(=O)c2ccccc2)cc1	?	0%	.	3	73%	0%	?	.	.	.	1%
CCCc1ccc2c(N)c(C#N)sc2n1	?	?	8%	4	57%	27%	?	43%	13%	1%	9%
Cc1c(Cl)cnc(NC(=O)COC(=O)c2ccc3ncsc3c2)c1Cl	-13%	4%	-2%	7	-53%	-8%	?	14%	-13%	3%	-1%
O=[N+]([O-])c1ccc(Cl)cc1N1CCCC1	-18%	-1%	-11%	-1	-1%	0%	-3%	31%	5%	0%	-4%
O=C(NCc1ccccc1Cl)C(=O)NCC1OCCCN1S(=O)(=O)c1cccs1 (centres undefined)	2%	0%	.	-5	-3%	1%	9%	27%	-5%	0%	1%
C=CCn1c(O)c(N=NC(=S)Nc2ccccc2F)c2cc(S(=O)(=O)N3CCOCC3)ccc21	1%	-6%	?	-12	-53%	-4%	-3%	0.45µM*	2µM*	2%	-13%
CC1=C(C)CC(C(=O)NCC(=O)c2ccccc2)C(C(=O)O)C1 (centres undefined)	15µM*	16µM*	-7%	14	4%	22%	?	?	5%	0%	4%
CCc1ccccc1NC(=O)CN(C)C(=O)c1cc(C2CC2)nc2c1cnn2C(C)C	1%	2%	.	7	-3%	-2%	8%	.	.	.	-5%
COc1ccc(-c2noc(N3CCC(C(=O)NCCCN4CCCC(C)C4)CC3)n2)cc1 (centres undefined)	-12%	3%	8%	5	-4%	5%	11%	-17%	-5%	-1%	2%
CS(=O)(=O)Nc1ccccc1C(=O)O	-1%	1%	-17%	-2	0%	-1%	-12%	-2%	-11%	-3%	-2%
CCc1ccc(C2c3[nH]c4ccccc4c3CCN2C(=O)CNC(N)=O)cc1 (centres undefined)	-3%	4%	-26%	13	-37%	17%	-3%	30%	7%	1%	0%
COc1ccccc1OC(C)C(=O)Nc1ccc(S(=O)(=O)N2CCN(C)CC2)cc1 (centres undefined)	0%	4%	-2%	9	12%	0%	-2%	0%	-11%	.	-8%
COc1cccc(N(CC(=O)NCCSc2ccc(Cl)cc2)S(C)(=O)=O)c1	6%	-6%	-3%	9	-16%	-3%	1%	-6%	7%	6%	-1%
CC(C)CN1CCC(=O)N(CCSc2ccccc2)CC1	24µM*	?	-2%	-11	0%	1.6µM*	10%	-41%	?	-3%	1.6µM*
CC1(C)Cc2cccc(OCC(=O)Nc3cc(S(C)(=O)=O)ccc3Cl)c2O1	0%	-10%	.	?	-29%	-5%	-16%	.	.	.	0%
O=C(c1ccccc1)C1CCN(c2ncccc2[N+](=O)[O-])CC1	-1%	0%	.	2	-5%	2%	-4%	20%	0%	1%	-3%
COc1ccc(-c2nn3c(=O)c(C)nnc3s2)cc1	?	6%	?	7	0%	1%	13%	13%	-3%	.	-5%
Cc1c(C(=O)NCc2cccs2)oc2ccc(S(=O)(=O)N3CCOCC3)cc12	3%	-4%	-1%	28	-17%	0%	-9%	32%	3%	9%	2%
CC1=NN(c2ccc(S(=O)(=O)O)cc2C)C(=O)C1	0%	-1%	11%	-2	-10%	-8%	7%	-17%	-7%	1%	1%
CCCCN(C(=O)c1cc(-c2ccco2)nc2ccccc12)c1c(N)n(CCC)c(=O)[nH]c1=O	0%	3%	.	16	9%	2%	1%	.	.	.	-2%
COc1ccc(CNC(=O)C2CCN(S(=O)(=O)c3cccc4cccnc34)CC2)cc1	-14%	-2%	-2%	.	.	-7%	2%	20%	-3%	10%	-6%
C/C(=N\Nc1c(F)c(F)c(Br)c(F)c1F)c1ccncc1	-11%	0%	10%	0	-19%	0%	-19%	17%	-10%	0%[11.5 µM]	-6%
N#Cc1c(NC(=O)CSc2nc3c(c(C(F)(F)F)n2)CCc2ccccc2-3)sc2c1CCCC2	-2%	-1%	10%	6	-7%	0%	2%	31%	-9%	5%	-5%
O=C(CCNC(=O)c1ccccc1Cl)NCC12CC3CC(CC(C3)C1)C2	-1%	1%	-1%	-23	15%	2%	-2%	-33%	-11%	-3%	5%
CN(C(=O)CSc1nnc2ccccn12)c1c(N)n(Cc2ccccc2)c(=O)[nH]c1=O	1%	3%	0%	-15	-1%	-1%	-7%	-9%	6%	-2%	-27%
CCOc1cc(C(=O)Nc2ccc(S(=O)(=O)NC3=NCCCCC3)cc2)cc(Br)c1OC	-1%	6%	.	4	-47%	-7%	-11%	.	.	.	-10%
Cc1ccc(S(=O)(=O)N2[C@@H](c3ccccc3)C(C(=O)O)=CC[C@H]2c2ccc3c(c2)OCO3)cc1	-3%	-4%	.	?	24%	-5%	6%	.	.	.	0%
NC(=O)CSc1nccn1Cc1ccccc1	-3%	4%	-2%	-12	-4%	0%	-1%	21%	2%	12%	1%
COc1ccc2[nH]cc(CCNC(=O)COc3cc(C)cc4oc(=O)cc(C)c34)c2c1	1%	-6%	3%	-6	-19%	2%	5%	26%	1%	-3%	1%
CCc1cccc(CC)c1NC(=O)C[n+]1cccc(C(N)=O)c1	0%	-3%	-10%	0	0%	-3%	-2%	-20%	-8%	-1%	-2%
Cc1ccc(C)c2c1cc(C)c1nnc(SCC(=O)N3CCCc4ccccc43)n12	2%	-4%	-24%	14	-7%	-8%	12%	-17%	4%	1%	-8%
CC(C)Cn1c(N)c(C(=O)CSc2nnc(C3CC3)n2C2CC2)c(=O)n(C)c1=O	-3%	1%	.	-5	-9%	-1%	-2%	.	.	.	0%
Cc1ccc(C2(C(F)(F)F)NC(=O)N3N=C4CCCCCN4C3=C2C#N)cc1 (centres undefined)	0%	0%	-17%	-19	-7%	2%	-2%	8%	2%	-1%	-4%
CC(NC(=O)Nc1ccccc1)C(c1cccs1)N1CCOCC1 (centres undefined)	6%	-3%	5%	-18	1%	-4%	-4%	?	25%	5%	-5%
O=C(O)c1ccc(/C=N/Nc2ncc(C(F)(F)F)cc2Cl)cc1	?	6%	.	-7	10%	19%	2%	10µM*	13%	1%	17%
COc1ccc(CN(C)C(=O)C2CCN(C(=O)Nc3ccccc3)CC2)cc1	3%	-9%	.	-4	-13%	-1%	7%	.	.	.	-3%
Cc1ccc[n+](CC(=O)c2ccccc2)c1	0%	0%	-28%	.	.	-3%[1.84 µM]	3%	-11%	2%	.	-4%

Only part of the results is shown; count on the stated rates, not on these rows.
